# Screens as filed in PubChem BioAssay.
# AHR activator: human AHR activation | AHR-responsive luciferase reporter cells, luminescence | activation, % at 5 µM | hit rate 2.5% among 320,000 | AID 2796; in the data active = activation above about 47%;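 also: 0% = vehicle wells and 100% = reference agonist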
# Target sequence (P35869 whole entry, looked up): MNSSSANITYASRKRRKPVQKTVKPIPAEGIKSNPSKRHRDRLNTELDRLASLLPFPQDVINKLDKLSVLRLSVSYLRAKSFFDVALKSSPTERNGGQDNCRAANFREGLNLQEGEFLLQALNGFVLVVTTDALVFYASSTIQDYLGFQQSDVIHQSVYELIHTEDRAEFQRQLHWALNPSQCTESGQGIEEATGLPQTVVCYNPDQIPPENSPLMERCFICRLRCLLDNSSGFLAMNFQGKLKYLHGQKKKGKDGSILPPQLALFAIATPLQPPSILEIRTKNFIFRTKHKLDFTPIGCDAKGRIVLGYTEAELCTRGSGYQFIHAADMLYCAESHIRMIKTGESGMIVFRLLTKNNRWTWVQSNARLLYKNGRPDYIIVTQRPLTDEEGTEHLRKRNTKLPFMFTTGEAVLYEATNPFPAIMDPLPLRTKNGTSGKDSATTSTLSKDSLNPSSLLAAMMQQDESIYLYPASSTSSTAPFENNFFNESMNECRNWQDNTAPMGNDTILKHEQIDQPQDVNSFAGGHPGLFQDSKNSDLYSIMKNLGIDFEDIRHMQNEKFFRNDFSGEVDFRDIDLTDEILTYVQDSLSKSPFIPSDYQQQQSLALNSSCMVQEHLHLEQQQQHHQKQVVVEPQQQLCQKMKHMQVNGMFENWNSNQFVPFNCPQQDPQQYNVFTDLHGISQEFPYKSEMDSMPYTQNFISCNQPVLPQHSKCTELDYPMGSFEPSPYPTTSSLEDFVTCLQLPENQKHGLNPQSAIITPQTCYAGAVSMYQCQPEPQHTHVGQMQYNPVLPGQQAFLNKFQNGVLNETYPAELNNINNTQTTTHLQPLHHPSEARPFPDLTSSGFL
# AGP1 TOR yeast: yeast TOR pathway AGP1-GFP modulation | AID 2066 | GFP response vs DMSO, % at 10 µM | hit rate 0.02% among 320,000 | S. cerevisiae AGP1-GFP multiplex flow cytometry, 3 h; GFP as percent of DMSO wells;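 active = GFP response relative to DMSO above a set limit, near screen average plus 3 SD, cut at about 150% in these data; inconclusive = fewer than 70 cells counted for the yeast strain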;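 also: median GFP channel fluorescence of the gated AGP1 strain per well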
# MEP2 TOR yeast: alters MEP2-GFP fluorescence in TOR pathway yeast screen; S. cerevisiae MEP2-GFP strain, flow cytometry GFP, 3 h; 100% = DMSO control level; GFP response vs DMSO, % at 10 µM; AID 2016; hit rate 0.51% among 330,000;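 active = GFP response versus DMSO above a set limit, roughly screen mean plus 3 SD, cut at about 180% in these data; inconclusive = fewer than 70 cells counted for a yeast strain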;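 also: median GFP fluorescence of the barcode-gated MEP2-GFP cells per well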
# CIT2 TOR yeast: alters CIT2-GFP fluorescence in TOR pathway yeast screen; S. cerevisiae CIT2-GFP strain, flow cytometry, 3 h; 100 means same as DMSO wells; GFP response vs DMSO, % at 10 µM; hit rate 0.065% among 320,000; AID 2029;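 active = GFP response relative to DMSO above a set limit, near the screen mean plus 3 SD, cut at about 150% in these data; inconclusive = Fewer than 70 cells measured for a yeast strain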;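 also: ratio of well median GFP fluorescence to mean of DMSO wells on the plate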
# proCasp7 act: counter-screen for procaspase-3 activators: activators of human procaspase-7; AID 463210; recombinant procaspase-7, Ac-DEVD-pNA absorbance 405 nm; D23A/D198A/D206A triple mutant, cannot self-cleave; scale: DMSO 0, 5 µM enzyme 100; hit rate 0.093% among 330,000; activation, % at 8.5 µM; P55210;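 active = percent activation above the screen-wide mean plus 3 SD, cut at about 25% in these data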
#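 System: Uncleavable procaspase-7 mutant enzyme; Amount: 2 µM procaspase-7 mutant as dispensed; Schedule: 1 h compound preincubation, 2 h substrate cleavage, 25 °C; Measured by: 405 nm absorbance of p-nitroaniline; Evaluation: percent activation from buffer-corrected 0–120 min absorbance change; Control set: low DMSO alone, high DMSO plus 5 µM PC-7.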
# procasp3 activ: activates human procaspase-3; P42574; recombinant procaspase-3 D3A, Ac-DEVD-pNA absorbance 405 nm; activation, % at 8.5 µM; hit rate 0.11% among 330,000; AID 463141;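 active = activation above the mean of all tested compounds plus 3 SD, cut at about 21% in these data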;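 also: 0% = DMSO alone and 100% = DMSO wells spiked with extra 5 µM PC-3 D3A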
#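 Assay system: Procaspase-3 D3A mutant, all three cleavage aspartates alanine. Buffer or medium: Zinc-free HEPES saline buffer with Triton X-100. Times: 1 h compound preincubation, 2 h substrate hydrolysis at 25 °C. Measured by: 405 nm absorbance of p-nitroaniline, reads at 0 and 120 min. Read-out basis: percent activation relative to control range. Replicates: singlicate.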
# RPL19A TOR yeast: yeast TOR pathway RPL19A-GFP modulation; S. cerevisiae RPL19A-GFP strain, flow cytometry, 3 h; active compounds read low; percent response vs DMSO, % at 10 µM; hit rate 0.3% among 330,000;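 active = percent response vs DMSO below 50%; inconclusive = fewer than 70 events counted for the yeast strain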;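 also: median channel GFP fluorescence of the barcoded RPL19A-GFP strain; ratio of sample median GFP to plate DMSO average so 100% = DMSO; lower means less RPL19A-GFP as with rapamycin TOR inhibition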
# LAP4 TOR yeast: modulators of TOR pathway LAP4-GFP in S. cerevisiae; GFP response vs DMSO, % at 10 µM; AID 2023; S. cerevisiae LAP4-GFP multiplex, flow cytometry GFP, 3 h; median GFP as percent of DMSO wells; hit rate 0.34% among 320,000;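 active = GFP response vs DMSO above a set limit, about the screen mean plus 3 SD, cut at about 150% in these data; inconclusive = under 70 cell events counted for the yeast strain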
# An asterisk follows results filed as active; ? = inconclusive; . = not tested or not shown; [ ] = dose if it differs, or a comment.
SMILES,AHR activator,AGP1 TOR yeast,MEP2 TOR yeast,CIT2 TOR yeast,proCasp7 act,procasp3 activ,RPL19A TOR yeast,LAP4 TOR yeast
Cc1nc2ccccc2c(-c2ccccc2)c1CC(=O)O,-1,87,95,95,0,0,99,76
O=C(NCC(=O)N1CCCC(C(F)(F)F)C1)c1ccccc1F (stereo unspecified),8,94,97,85,-3,10,90,93
O=C(CN1C(=O)c2ccc([N+](=O)[O-])cc2C1=O)Nc1nnc(C2CC2)s1,-2,99,103,99,-10,-7,99,93
COc1ccc(C)cc1S(=O)(=O)N(CC(=O)Nc1cccc([N+](=O)[O-])c1)c1cc(C)cc(C)c1,2,106,102,97,1,7,96,93
CCc1ccc(N2CC(C(=O)Nc3cc(C)ccc3F)CC2=O)cc1 (stereo unspecified),0,86,88,93,2,14,92,109
COc1cc(SC)ccc1C(=O)NCCOc1ccccc1Cl,3,97,102,96,5,-4,100,108
CCOC(=O)c1cccc(Nc2ncnc3ccc(C)cc23)c1,10,102,97,98,8,-4,96,97
Cc1cc(Cl)ccc1C(=O)C1CCCN(C(=O)CN2CCOC2=O)C1 (stereo unspecified),.,89,102,94,.,.,102,84
N#CC1=C2SCN(Cc3ccco3)CN2C(=O)CC1c1ccc(Cl)cc1 (stereo unspecified),2,100,99,95,-8,-13,98,103
COc1ccc2c(c1)C(SCC(=O)NCCc1ccccc1)CC(C)(C)O2 (stereo unspecified),7,106,106,95,10,4,98,103
O=C(CN1CCc2cc3c(cc2C1)OCCCO3)Nc1c(F)cccc1F,1,105,103,104,-1,1,102,101
O=C(CCc1ccccc1)OCC(=O)c1cccc([N+](=O)[O-])c1,6,94,92,93,2,2,93,99
COc1ccc(NC(=O)CSc2nncs2)cc1OC,8,103,99,99,3,-1,100,99
COc1ccc(C(=O)Nc2ccc(N3CCOCC3)cc2)cc1OC,3,100,102,101,-4,3,101,99
Cc1c(C(=O)N2CCCC(C)C2)sc2ncnc(N3CCCCC3C)c12 (stereo unspecified),1,98,95,97,8,3,100,96
Cc1cccc(NC(=O)C2CC2c2ccccc2)c1C (stereo unspecified),1,?,85[may fluoresce red and violet],?,3,5,?,?
Nc1ccc(-c2nc3cc([N+](=O)[O-])ccc3o2)cc1,4,91,101,103,15,7,96,100
CC(=O)c1cccc(NC(=O)COC(=O)c2ccccn2)c1,2,103,105,110,-1,7,108,92
Cn1c2ccccc2c(=O)c2c(=O)n(C3CCCCC3)c(-c3cccs3)nc21,13,92,102,99,-6,7,.,107
COCCNC(=O)C(=O)Nc1cc2c3c(c1)CC(=O)N3CCC2,5,18[may fluoresce violet],226*[may fluoresce violet],?,-1,2,61[may fluoresce violet],89[may fluoresce violet]
COc1ccc2cc(C(=O)N3CCN(c4ccc(F)cc4)CC3)[nH]c2c1,13,104,106,101,4,6,103,102
c1ccc(Nc2nn[nH]n2)cc1,-4,95,98,102,-1,0,96,98
CCCCn1c(SCC(=O)NC(C)CC)nc2ccc(N3CCOCC3)cc2c1=O (stereo unspecified),13,100,103,100,7,7,101,99
Cc1cccc(OCCC(=O)Nc2ccc(N3CCOCC3)cc2N2CCOCC2)c1,-1,96,97,95,-6,3,95,94
CCOC(=O)c1cc(C#N)c(Nc2ccccc2OC)nc1C(F)(F)F,0,91,96,93,-2,-6,95,95
Cc1ccccc1C(=O)NNc1ccc(-c2csnn2)cc1,0,112,99,95,0,-1,98,111
CC1(c2ccccc2)NC(=O)N(CC(=O)N2CCOCC2)C1=O (stereo unspecified),-1,103,99,99,2,2,96,100
COc1ccc(OCCN2C(=O)c3cccc(N)c3C2=O)cc1,1,95,103,92,-13,-9,99,98
O=C(CCc1nc(-c2ccccc2Cl)no1)NC1CCCCC1,0,92,101,94,-1,5,98,98
COc1ccc([C@H]2CC(=O)C=C(c3ccc(C(=O)O)cc3)C2)cc1OC,-2,97,92,100,11,9,98,99
Cc1ccc(S(=O)(=O)c2c(C)cc(C)nc2Oc2cccc(C(F)(F)F)c2)cc1,0,98,97,93,15,-2,97,97
O=C1CC(c2ccc(Cl)cc2)n2nc(NS(=O)(=O)c3ccc(F)cc3)nc2N1 (stereo unspecified),13,97,100,100,15,3,97,100
CC1CCC(NC(=O)N(CCCl)N=O)CC1 (stereo unspecified),5,86,99,78,13,5,99,102
CN(C)CCC(=O)N1c2ccccc2Sc2ccc(Cl)cc21,2,92,85,100,-8,-7,91,88
O=C(C1CCN(S(=O)(=O)N2CCOCC2)CC1)N1CCN(c2ccccc2)CC1,-1,103,102,109,10,3,100,108
Cn1c(=O)n(CC(N)=O)c2ccccc21,0,89,95,92,3,5,91,93
COc1ccc(C)cc1S(=O)(=O)N1CCN(C(=O)c2ncoc2-c2ccc(F)cc2)CC1,14,102,109,114,0,2,105,95
O=C(COc1cccc2c1CCNC2=O)NC1CCCCC1,17,115,104,113,-3,-2,106,107
O=C(Nc1ccccc1Cl)C1CCCN(S(=O)(=O)c2cccc3cccnc23)C1 (stereo unspecified),-2,106,97,104,1,11,100,96
CCc1c(C)c(C#N)c2nc3ccccc3n2c1NCCN(C)C,8,?,98[may fluoresce red],90[may fluoresce red],-5,5,?,101[may fluoresce red]
Cc1ccc(-c2cc(C(=O)NCCN3CCOCC3)no2)cc1,1,73,90,64,-3,0,106,85
CCN(Cc1ccc(OC)c(F)c1)C(C)C(=O)Nc1ccc(S(=O)(=O)N2CCCC2)cc1 (stereo unspecified),1,90,94,91,-10,-2,92,85
Cc1ccc(CCC(=O)Nc2ccc(N(C)C)cc2)o1,9,106,107,106,0,0,102,101
CCCC1=C(C(=O)OCC)C(c2cccs2)C(C#N)=C(N)O1 (stereo unspecified),6,.,103,109,4,-1,105,101
COc1cc(OC)cc(-c2nnc(SCc3ccc(C(=O)O)cc3)o2)c1,0,93,105,98,-13,1,101,102
Cc1ccc(C(=O)N2CCOCC2)cc1Cl,1,101,99,105,11,3,99,101
Cn1c(NCC(O)CO)nc2c1c(=O)n(Cc1ccc(Cl)c(Cl)c1)c(=O)n2C (stereo unspecified),0,111,110,110,-4,1,101,106
CC1CCCC(NC(=O)COC(=O)COc2ccc(Br)cc2)C1C (stereo unspecified),1,106,95,97,-8,0,100,107

# 4 compounds out of the list, ordered by length of the SMILES, low to high.
SMILES,AHR activator,AGP1 TOR yeast,MEP2 TOR yeast,CIT2 TOR yeast,proCasp7 act,procasp3 activ,RPL19A TOR yeast,LAP4 TOR yeast
Cc1ccc(CCC(=O)Nc2ccc(N(C)C)cc2)o1,9,106,107,106,0,0,102,101
CC(=O)c1cccc(NC(=O)COC(=O)c2ccccn2)c1,2,103,105,110,-1,7,108,92
CC1CCCC(NC(=O)COC(=O)COc2ccc(Br)cc2)C1C (stereo unspecified),1,106,95,97,-8,0,100,107
COc1ccc(C)cc1S(=O)(=O)N1CCN(C(=O)c2ncoc2-c2ccc(F)cc2)CC1,14,102,109,114,0,2,105,95

# (list continues)
SMILES,AHR activator,AGP1 TOR yeast,MEP2 TOR yeast,CIT2 TOR yeast,proCasp7 act,procasp3 activ,RPL19A TOR yeast,LAP4 TOR yeast
CC(=O)C[C@@H](O)CC(=O)[C@H]1OC(=O)[C@@H](C)C/C=C\Cc2ccccc21,1,95,90,94,-4,6,92,87
Cc1nc(-c2cccc(NS(=O)(=O)c3ccccc3)c2)cs1,6,93,98,90,-9,3,99,104
O=C(CN1CCN(Cc2ccccc2)CC1)N1CCN(c2ccccc2)CC1,0,121,103,105,2,8,105,114
COc1ccc(NS(=O)(=O)N2CCOCC2)cc1,2,96,101,100,6,-5,100,85
Cc1ccnc(SCC(=O)N2CCC(C(N)=O)CC2)n1,1,?,358*[may fluoresce violet],?,0,2,15*[may fluoresce violet],98[may fluoresce violet]
CC(=O)NNC(=O)CCC(=O)Nc1ccccc1,2,108,100,111,0,15,105,103
CCOc1ccc(/C=C2\SC(=S)N(CC(=O)N(CCO)C(C)(C)C)C2=O)cc1,2,.,94,100,3,-10,90,96
CCc1ccc(OS(=O)(=O)c2cn(C)c(=O)n(C)c2=O)cc1,-4,106,107,109,-3,-3,121,109
O=C(NCCCCc1ccccc1)C1CC(c2ccccc2[N+](=O)[O-])=NO1 (stereo unspecified),7,90,95,80,0,-3,100,108
Cc1ccc(Cn2ncc3c(N4CCCC4)ncnc32)cc1,-1,91,94,86,7,2,88,92
COC(=O)[C@]1(C)N[C@H](c2ccc(-c3ccc(OC)cc3)cc2)[C@@H]2C(=O)N(C)C(=O)[C@@H]21,-3,101,99,94,10,-4,95,99
CN(C)CCNC(=O)c1ccc2c(c1)N(Cc1ccc(F)cc1)CCS2,2,110,105,113,8,8,99,102
O=C(NNC(=O)c1cccnc1)Nc1ccc([N+](=O)[O-])cc1,2,100,110,107,3,5,99,101
NS(=O)(=O)c1ccc(CCNC(=O)CSc2nc3ccsc3c(=O)n2CCCCC(=O)O)cc1,-1,93,95,91,-4,-5,97,111
O=C(O)c1ccc(Nc2nc(-c3ccccc3)c3ccccc3n2)cc1,3,98,108,102,7,-3,103,102
CCCCOC(=O)/C(=C\c1ccc([N+](=O)[O-])o1)NC(=O)c1ccccc1,9,103,104,94,-5,-1,109,108
Cc1ccc(S(=O)(=O)NCCn2nc(C)nc2C)cc1,-2,101,99,105,5,2,98,96
S=c1[nH]nc(C2CCCCC2)n1/N=C/c1ccc(Br)s1,0,97,106,99,-12,-7,103,99
CC1(c2cccc(Br)c2)NC(=O)NC1=O (stereo unspecified),0,96,107,97,-1,0,95,102
O=c1[nH]c2ccccc2cc1CN(Cc1cccnc1)S(=O)(=O)c1ccc(Cl)cc1,-1,97,97,96,-2,-6,101,91
Cc1ccc(/C=N/c2sc3c(c2C(N)=O)CCCC3)o1,18,98,99,95,-3,6,96,106
COc1ccccc1NC(=O)C1=C(C)Nc2ncnn2C1c1ccccc1C (stereo unspecified),4,108,107,96,2,4,102,110
C=CC[C@@H](CC(=O)N[C@H](CO)Cc1ccccc1)C(=O)N[C@@H](COC(=O)[C@@H](CC=C)CC(=O)OC(C)(C)C)Cc1ccccc1,-1,104,100,106,-8,9,101,94
CCOc1ccc(CN(C)C(=O)CNC(=O)c2ccc3ccccc3c2)cc1OC,3,89,90,81,-1,-4,91,114
COc1cc(C(CC(=O)O)n2cnnn2)ccc1OC(C)C (stereo unspecified),4,100,101,.,-1,4,100,91
Cc1ccc(OCC(=O)Nc2oc(-c3ccccc3)c(-c3ccccc3)c2C#N)cc1,13,103,103,99,14,-4,104,106
CC(=O)c1cccc(NC(=O)C2CCCC2)c1,1,96,98,98,-1,5,97,91
COc1ccc(NC(=O)CN(C)S(=O)(=O)c2cnc[nH]2)cc1OC,0,?,121[may fluoresce violet],?,14,4,25*[may fluoresce violet],77[may fluoresce violet]
CC(NC(=O)C1CC1)c1ccc(-c2ccccc2)cc1 (stereo unspecified),0,88,110,88,14,12,93,90
